# From PubChem BioAssay
# GC-A act – GC-A (human) enzyme activation; P16066; activation, % at 10 µM; hit rate 0.14% among 370,000; HEK293 GC-A cells, cGMP TR-FRET, EC30 ANP; 0% at EC30 ANP, 100% saturating ANP; AID 1671463; in the data active = activation above about 40%
# Target sequence (P16066 whole entry, looked up): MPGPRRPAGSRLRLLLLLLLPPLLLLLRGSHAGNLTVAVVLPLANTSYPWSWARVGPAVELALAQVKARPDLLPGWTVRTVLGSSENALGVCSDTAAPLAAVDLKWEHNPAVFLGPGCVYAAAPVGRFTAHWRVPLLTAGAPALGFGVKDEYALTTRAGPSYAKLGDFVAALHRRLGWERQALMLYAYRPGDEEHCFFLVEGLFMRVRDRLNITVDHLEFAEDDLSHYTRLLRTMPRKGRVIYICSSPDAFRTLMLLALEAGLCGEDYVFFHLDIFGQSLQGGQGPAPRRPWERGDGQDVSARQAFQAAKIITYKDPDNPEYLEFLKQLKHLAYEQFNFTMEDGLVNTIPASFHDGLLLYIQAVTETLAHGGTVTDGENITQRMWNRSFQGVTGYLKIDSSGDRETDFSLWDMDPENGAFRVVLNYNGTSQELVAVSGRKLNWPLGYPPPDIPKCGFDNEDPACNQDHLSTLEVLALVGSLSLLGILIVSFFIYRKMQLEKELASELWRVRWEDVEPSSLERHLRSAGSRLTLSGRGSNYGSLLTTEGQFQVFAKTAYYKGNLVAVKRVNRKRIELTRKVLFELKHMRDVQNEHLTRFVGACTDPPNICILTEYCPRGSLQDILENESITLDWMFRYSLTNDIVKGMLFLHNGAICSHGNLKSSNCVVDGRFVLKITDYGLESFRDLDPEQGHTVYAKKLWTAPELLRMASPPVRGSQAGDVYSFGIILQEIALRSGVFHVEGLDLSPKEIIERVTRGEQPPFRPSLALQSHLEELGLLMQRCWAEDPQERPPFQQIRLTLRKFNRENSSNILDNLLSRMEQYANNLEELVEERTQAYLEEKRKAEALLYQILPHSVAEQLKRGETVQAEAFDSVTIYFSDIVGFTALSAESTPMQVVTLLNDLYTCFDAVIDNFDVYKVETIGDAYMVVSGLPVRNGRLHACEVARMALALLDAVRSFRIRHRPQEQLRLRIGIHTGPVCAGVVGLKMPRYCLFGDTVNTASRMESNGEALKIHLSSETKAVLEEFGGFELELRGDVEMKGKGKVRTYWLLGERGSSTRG
# HGIII-sPLA2 inh – Blocks human group III sPLA2 activity; QFRET BODIPY PC-A2 liposome hydrolysis, fluorescence; hit rate 0.56% among 370,000; inhibition, % at 12.2 µM;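 active = inhibition above mean plus 3 SD of compounds lying within the high and low control bounds, cut at about 19% in these data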;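 note: 0% = median of test compound wells and 100% = no enzyme DMSO wells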
# ADAM10 inh – inhibits human ADAM10; O14672; recombinant ADAM10, EDANS/DABCYL FRET peptide cleavage, 3 h; inhibition, % at 7 µM; hit rate 0.62% among 370,000;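 active = inhibition above a per-campaign cutoff equal to the mean of compounds falling between control-based bounds plus 3 SD, cut at about 20% in these data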;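 note: 0% = DMSO wells while the 100% control is not disclosed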
# hgDAF-12 ag – activates the H. glycines DAF-12 receptor ligand-binding domain; HEK293 GAL4-hgDAF12 UAS-luciferase reporter, agonist luminescence; normalized to butyrate control; activation, % at 6.8 µM; hit rate 1.8% among 370,000; AID 687014;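 active = activation above a cutoff set at the mean of all screened compounds plus 3 SD, cut at about 10% in these data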;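 note: 0% = DMSO wells and 100% = sodium butyrate wells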
# FXN GAA850 act – increases GAA850 frataxin promoter reporter activity | AID 540364 | HEK293 lucGAA850 FXN promoter luciferase reporter, 24 h; percent of 10 µM SAHA response | activation, % at 6 µM | hit rate 0.56% among 360,000;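 active = activation above the average of all compounds screened plus 3 SD, cutoff fixed separately per campaign, cut at about 7.5% in these data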;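 note: 0% = DMSO wells and 100% = 10 µM SAHA wells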
# hcDAF-12 act – H. contortus DAF-12 activation, primary screen; HEK293 hcDAF-12 lit1-tk-luc reporter, luminescence; 0% DMSO, 100% Δ7-dafachronic acid; activation, % at 6.8 µM; hit rate 1.4% among 370,000; AID 652067;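 active = activation above the mean of all tested compounds plus 3 SD, cut at about 5.5% in these data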;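 note: 100% = response to 3 µM Δ7-dafachronic acid high control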
# DAX1 inh-1 – inhibitors of DAX1 repression of SF-1 activated StAR promoter. inhibition, % at 6.8 µM. HEK293T StAR-luciferase reporter, SF-1/DAX-1 repression relief. AID 652010. hit rate 1.1% among 370,000;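 active = inhibition above the mean over all tested compounds plus 3 SD, cut at about 3.6% in these data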;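 note: 0% = DAX-1 cells with DMSO and 100% = cells lacking DAX-1 with DMSO; higher inhibition means more luminescence from relief of DAX-1 repression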
# ssDAF-12 act – activates DAF-12 receptor from parasite S. stercoralis; HEK293 ssDAF-12/GRIP1 lit1-tk-luc reporter, luminescence; % of 3 µM dafachronic acid response; activation, % at 6.8 µM; hit rate 1% among 370,000;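 active = activation above the mean over all tested compounds plus 3 SD, cut at about 0.9% in these data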;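 note: 0% = DMSO-only wells and 100% = 3 µM delta7-dafachronic acid wells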
# DAX1 inh-2 – inhibitors of human orphan nuclear receptor DAX1 (NR0B1); P51843; HEK293 Gal4-DAX1 luciferase reporter, luminescence; inhibition, % at 6.75 µM; hit rate 0.99% among 340,000; AID 504766;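 active = inhibition above the mean over all tested compounds plus 3 SD, cut at about 4.2% in these data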;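 note: 0% = DAX1-transfected cells with DMSO and 100% = empty-vector control cells with DMSO; inhibition shows as a rise in luminescence from relieved DAX1 repression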
# SMARCA2 act – SMARCA2 function activation, primary screen | MG213 cells, MMTV-luciferase reporter, dexamethasone, overnight | hit rate 1% among 370,000 | activation, % at 9.1 µM; in the data active = activation above about 7.8%;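 note: 0% = vehicle wells and 100% = reference activator wells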
# NPR2 activator – GC-B (human) receptor activation | P20594 | HEK293-GC-B cells, CNP EC30, cGMP TR-FRET; 0% at EC30 CNP, 100% saturating CNP | activation, % at 10 µM | hit rate 0.11% among 370,000 | AID 1920062;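 active = activation at 10 µM reaching about 35% in either raw or pattern-adjusted values, limit read from the data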
# The depositor's hits bear a star; i = inactive; . = not tested or not shown. Compounds as they come. Share with any hit: about 6.6%.
SMILES,GC-A act,HGIII-sPLA2 inh,ADAM10 inh,hgDAF-12 ag,FXN GAA850 act,hcDAF-12 act,DAX1 inh-1,ssDAF-12 act,DAX1 inh-2,SMARCA2 act,NPR2 activator
CNC(=O)c1cc(NC(=O)CCn2nc(-c3ccccc3)c3ccccc3c2=O)ccc1OC,0,13,-5,-2.0,0.6,-2.8,-0.6,-2.4,-0.9,1,-3
O=C(CN1C(=O)NC2(CCOc3ccccc32)C1=O)c1cccs1 (configuration not stated),2,-2,1,0.9,1.2,4.0,2.1,0.4,-0.5,-7,0
O=[n+]1cc(-c2cccc3ccccc23)n([O-])c2c1CCC2,2,4,2,3.0,2.2,-0.4,0.2,-1.6,-1.0,1,3
CCOc1ccc(C(C(=O)Nc2ccc(F)cc2)N(C(=O)Cn2nnc3ccccc32)C2CC2)cc1 (configuration not stated),-1,-48,3,-0.8,-3.5,0.5,-0.5,-1.7,-1.1,1,4
O=C(CN1CC(c2ccccc2)CC1=O)OCc1cccc(Br)c1 (configuration not stated),2,-6,3,0.1,1.3,-1.6,-0.1,-0.9,0.8,0,2
CCOC(=O)c1ccc(NC(=O)CNC(=O)c2ccco2)cc1,-2,1,10,-1.4,1.2,0.1,0.0,-1.3,0.3,3,-1
Cn1nnnc1SCC(=O)N1CCOCC1,2,9,0,-1.8,-0.3,-1.0,-0.5,-1.1,1.6,-2,7
CC(=O)c1nn(-c2cccc(Br)c2)cc1C(=O)c1ccc(C)cc1,-1,6,4,-1.1,2.7,-1.2,-1.1,-1.0,1.4,-1,-2
CC1(c2cc([N+](=O)[O-])cc([N+](=O)[O-])c2)CC(C)(C)N(C(=O)c2ccccc2)c2ccccc21 (configuration not stated),-2,7,9,-1.7,-0.6,-1.1,0.1,-0.6,0.1,2,-8
Cc1ccc(S(=O)(=O)N2CCCN(Cc3nc4ccccc4c(=O)[nH]3)CC2)cc1,-1,9,-8,-1.1,0.8,0.2,-1.1,-1.3,-0.8,-2,-3
Cn1c(=O)c2[nH]c(C(O)c3ccc(Cl)cc3)nc2n(C)c1=O (configuration not stated),0,4,-10,-1.2,-1.2,-0.9,-0.5,-0.9,0.1,-3,6
Cc1cc(C)c2nc(SCC(=O)Nc3ccccc3N3CCOCC3)c(C#N)cc2c1,3,6,-1,2.2,-1.8,0.5,0.2,-0.9,-0.1,8,-9
CCCCNC(=O)c1ccc(SCC(=O)N(CC)CC)c([N+](=O)[O-])c1,-1,-2,-1,2.6,1.1,0.0,0.8,-1.8,0.5,-3,-1
O=C(COc1ncnc2sccc12)Nc1ccc(F)cc1F,-2,-3,-5,0.3,1.7,1.8,0.0,-1.3,-0.2,0,5
O=C(O)c1cc(S(=O)(=O)N2CCOCC2)c(Sc2ccccn2)cc1Sc1ccccn1,4,1,3,-0.9,1.1,-0.9,-0.6,-1.1,-0.3,0,-1
CC1CCN(c2nc3c(c(=O)[nH]c(=O)n3C)n2Cc2ccccc2)CC1,-6,2,-12,-2.3,0.0,-2.5,-0.4,-1.6,0.9,-2,0
N#C/C(=C\c1ccc(O)cc1)C(=O)N1CCCC1,0,0,-3,3.4,0.5,0.0,0.5,-1.2,1.1,6,5
COc1ccccc1C1CC(c2ccccc2)=NN1C(=S)Nc1ccccc1 (configuration not stated),1,2,1,4.3,-1.0,3.2,-1.3,-0.9,0.8,1,-3
Cn1nc(C(=O)N2CCCc3ccccc32)c2ccccc2c1=O,-3,-2,2,-0.7,-0.4,-1.4,0.3,-0.2,-0.8,-3,1
O=c1c2ccc([N+](=O)[O-])cc2ncn1CCOc1ccccc1,3,1,6,1.8,1.6,-1.2,0.3,-1.3,-0.5,0,6
Cc1ccc2cc(C#N)c(N3CCCN(S(=O)(=O)c4ccccc4)CC3)nc2c1,0,-20,-102,-1.4,0.6,-0.9,-1.0,-1.0,0.6,1,0
Cc1nn(C)c(C)c1CN(Cc1nc(CCC(C)C)no1)C(C)C,1,0,2,-3.5,-1.2,-4.3,-3.9,-2.6,-4.4,-6,-1
O=C1Nc2cc(Cl)c(Cl)cc2N(O)N1c1ccccc1,4,5,0,2.4,-2.5,-0.6,0.3,-0.1,0.9,-1,-2
CCn1cc([N+](=O)[O-])c(C(=O)N2N=C(c3ccc(OC)cc3OC)CC2c2ccccc2O)n1 (configuration not stated),4,-31,8,0.1,3.1,-0.1,-0.3,-1.1,-1.0,4,1
S=c1[nH]nc(-c2cc(-c3ccccc3)n[nH]2)n1/N=C/C=C/c1ccccc1,-8,15,-7,2.9,3.6,-0.3,-0.3,-1.1,-2.3,0,-9

# 4 structures already listed, arranged by molecular weight, high to low:
SMILES,GC-A act,HGIII-sPLA2 inh,ADAM10 inh,hgDAF-12 ag,FXN GAA850 act,hcDAF-12 act,DAX1 inh-1,ssDAF-12 act,DAX1 inh-2,SMARCA2 act,NPR2 activator
CCOc1ccc(C(C(=O)Nc2ccc(F)cc2)N(C(=O)Cn2nnc3ccccc32)C2CC2)cc1 (configuration not stated),-1,-48,3,-0.8,-3.5,0.5,-0.5,-1.7,-1.1,1,4
Cc1ccc(S(=O)(=O)N2CCCN(Cc3nc4ccccc4c(=O)[nH]3)CC2)cc1,-1,9,-8,-1.1,0.8,0.2,-1.1,-1.3,-0.8,-2,-3
CCCCNC(=O)c1ccc(SCC(=O)N(CC)CC)c([N+](=O)[O-])c1,-1,-2,-1,2.6,1.1,0.0,0.8,-1.8,0.5,-3,-1
O=[n+]1cc(-c2cccc3ccccc23)n([O-])c2c1CCC2,2,4,2,3.0,2.2,-0.4,0.2,-1.6,-1.0,1,3

# Some entries already given, limited to hgDAF-12 ag and FXN GAA850 act.
smiles | hgDAF-12 ag | FXN GAA850 act
O=C(COc1ncnc2sccc12)Nc1ccc(F)cc1F | 0.3 | 1.7
CCn1cc([N+](=O)[O-])c(C(=O)N2N=C(c3ccc(OC)cc3OC)CC2c2ccccc2O)n1 (configuration not stated) | 0.1 | 3.1

# Continuation.
SMILES,GC-A act,HGIII-sPLA2 inh,ADAM10 inh,hgDAF-12 ag,FXN GAA850 act,hcDAF-12 act,DAX1 inh-1,ssDAF-12 act,DAX1 inh-2,SMARCA2 act,NPR2 activator
CCCCCCCCS(=O)CCC(=O)O (configuration not stated),-1,1,11,0.5,-0.8,0.7,0.7,-0.1,0.6,-1,7
COc1cc(/C=C/CNC[C@H]2O[C@@H](n3ccc(=O)[nH]c3=O)[C@H](O)[C@@H]2O)ccc1O,-1,6,2,0.3,0.5,-1.1,0.5,0.1,-0.9,2,2
O=C(c1ccncc1)N1CCN(c2ccc3ccccc3n2)CC1,-1,2,-77,-3.0,0.3,0.3,-2.3,-1.7,-1.0,-3,5
CCOC(=O)c1c(C)nc2sc(C(N)=O)c(N)c2c1-c1ccc(OC)cc1,8,-6,5,0.1,-3.8,-3.8,-1.2,-1.6,-0.5,-2,-3
Nc1nonc1C(=O)N/N=C/c1cc(Br)ccc1O,0,-8,2,-8.0,.,0.6,-0.5,-0.9,.,-5,-12
OCc1cccc(-c2csc(C(O)c3ccco3)n2)c1 (configuration not stated),-2,5,-34,-2.3,0.6,1.2,2.3,-0.2,.,2,-3
COc1cccc(CN2C(=O)CN(C3CCCCC3)C(=O)C2c2ccc(F)cc2)c1 (configuration not stated),-7,-2,2,-0.2,-1.6,-1.9,0.2,-1.9,-1.0,-3,5
Cc1cc(OC(C)C(=O)NCCN2CCOCC2)c2c(C)cc(=O)oc2c1 (configuration not stated),4,4,-194,0.6,1.3,0.8,-0.6,-1.0,0.9,-3,-7
NS(=O)(=O)c1ccc(CCNC(=O)NC2CCCCC2)cc1,-3,21*,-2,0.6,0.8,-1.5,-0.1,-1.0,1.2,-5,3
Cc1cccc(N2CC(C(=O)Nc3cccc(S(=O)(=O)N4CCCCC4)c3)CC2=O)c1C (configuration not stated),2,-34,5,-3.0,-1.3,-3.7,-4.6,-1.8,-1.8,-6,4
Cc1cnc(CN(C)C(=O)c2cc(COc3c(F)cccc3F)on2)[nH]1,1,1,5,-0.5,-0.7,-2.2,-0.3,-0.9,-0.8,2,1
Cc1ccc(C(=O)Nc2ccccc2NC(=O)c2ccc(C)o2)o1,-1,2,-15,-1.0,-1.4,-0.5,-0.2,-0.6,-0.5,1,-3
CCOc1ccc(CCN2C(=O)C(=O)N([C@@H](Cc3ccccc3)CN3CCC[C@@H]3CN3C(=O)C(=O)NC[C@@H]3Cc3ccc(O)cc3)C[C@@H]2Cc2ccccc2)cc1,1,8,-5,0.8,.,0.2,-2.0,-1.4,.,-2,5
CNC(=O)CSc1nc2[nH]ncc2c(=O)[nH]1,2,0,-2,2.4,-1.4,-0.5,-0.4,-1.0,0.6,0,0
Cn1nc(C(F)(F)F)c(-c2cccc(C(F)(F)F)c2)c1NC(=O)c1ccco1,6,-6,1,-1.1,-0.7,-3.0,-0.4,-1.5,1.5,-3,-5
Cc1ccc(NC(=O)C2CCCN2S(=O)(=O)c2ccc3c(c2)n(C)c(=O)c(=O)n3C)c(C)c1 (configuration not stated),1,2,3,2.9,0.8,-1.0,-0.5,-1.2,0.3,0,-3
CC(=O)c1cc(CC=C(C)C)c(O)c(CC=C(C)C)c1O,-1,2,2,-0.1,0.6,-1.4,-0.2,-0.6,1.3,-1,-1
Cc1nc2ccccc2n1CCC(=O)O,-2,8,-6,-1.6,-0.4,-1.2,0.8,-0.3,-0.1,-4,3
CC(=O)O/N=C(\N)Cc1ccc(-c2csnn2)cc1,-4,11,-10,-0.5,2.7,-0.3,-0.1,-0.8,-1.7,-1,-2
CCC(C)NS(=O)(=O)c1ccc(OCC(=O)NCc2cccnc2)cc1 (configuration not stated),-1,1,-9,0.2,-0.5,-1.3,0.2,-0.4,1.3,-2,0
O=C(CCCCC(=O)OCC1COCO1)OCC1COCO1 (configuration not stated),3,4,-10,-2.3,-1.1,0.2,-0.3,-0.7,-1.5,2,-3
Cc1cc2c(nc1C)CCCN2S(=O)(=O)c1ccc(F)cc1,5,2,-9,0.3,.,-2.6,1.0,-0.8,.,-4,5
CS(=O)(=O)NN1C(=O)c2ccccc2NC1c1ccccc1 (configuration not stated),-1,6,i,-2.0,2.0,-0.4,0.3,-0.9,-0.4,-4,4
CN=C1NN=C(c2cc(C)n(-c3ccc(Cl)cc3)c2C)CS1,1,9,-3,3.3,3.6,3.2,1.9,-0.8,1.1,5,-3
CCOC(=O)C1CCN(S(=O)(=O)c2ccc(-c3ccccn3)s2)CC1,-1,-2,1,-1.4,-0.4,-0.9,-0.3,-1.2,.,-8,-3
OC1(c2ccc3c(c2)OCO3)CCN(Cc2ccccn2)CC1,2,4,4,1.5,2.3,-1.2,0.1,-2.0,1.6,1,0
CSc1ccc(/C=C(/NC(=O)c2ccco2)C(=O)N2CCCCCC2)cc1,0,1,-4,0.5,-0.1,-0.1,2.2,-0.5,0.1,0,7
